MsrA inhibitor: inhibits bovine methionine sulfoxide reductase A; purified bovine MsrA, absorbance read-out; inhibition, % at 15.5 µM; hit rate 0.75% among 360,000; in the data active = inhibition above about 4.5%;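 also: 0% = vehicle wells with enzyme and 100% = reference inhibitor wells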
NadD inh: NadD (S. aureus) enzyme inhibition. purified NadD enzyme, colorimetric absorbance read-out. inhibition, % at 20 µM. hit rate 0.78% among 360,000; in the data active = inhibition above about 26%; also: some compounds past the cut are filed as inactive
CSN inh: blocks human CSN-mediated cullin deneddylation; Purified CSN, SCF-Nedd8-OG deneddylation, fluorescence polarization; inhibition, % at 12.5 µM; hit rate 0.38% among 360,000; AID 651999;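 active = pattern-corrected inhibition above about 35%, with an unprinted fluorescence ratio check between 0.5 and 1.5, limit read from the data, passing the limit was not always enough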;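 also: 0% = enzyme with substrate and 100% = substrate without enzyme; some results filed as inactive read as strong as hits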
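test system = HEK293T-derived human Csn5 enzyme | amount = 0.24 nM Csn5 enzyme, final concentration | medium = Tris/NaCl/DTT buffer, pH 7.5 | schedule = 90 min reaction at room temperature | signal = FP | evaluation = inhibition of Csn5 cleavage, % | compound dosing = single dose of 12.5 µM compound with 0.25% DMSO | probe or stimulus = 10 nM SCFSkp2-Nedd8OG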
LMPTP block: LMPTP (human) inhibition. P24666. recombinant LMPTP-A, OMFP fluorogenic substrate, fluorescence intensity. inhibition, % at 20 µM. hit rate 0.22% among 360,000;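 active = compounds that cut the enzyme signal by at least half of the control window in the single-dose screen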;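 also: plate controls were DMSO wells with enzyme plus substrate for no effect and substrate without enzyme for full effect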
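Test system – LMPTP-A phosphatase enzyme · Quantity – 0.625 nM LMPTP-A final · Reagent – OMFP substrate, 400 µM final · Dosing – one test concentration per compound, 20 µM, with 3% DMSO overall · Timing – 50 min enzyme reaction at room temperature, protected from light · Detection – fluorescence intensity · Controls – substrate-only low control, DMSO enzyme-plus-substrate high control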
DNMT1 inh: inhibitors of human DNMT1; P26358; DNMT1 molecular beacon, Hinp1I cleavage, fluorescence; inhibition (reported as % activation of signal), % at 10 µM; hit rate 0.83% among 360,000; AID 588458; in the data active = inhibition above about 50%
Target sequence (P26358 504-1616 limits assumed): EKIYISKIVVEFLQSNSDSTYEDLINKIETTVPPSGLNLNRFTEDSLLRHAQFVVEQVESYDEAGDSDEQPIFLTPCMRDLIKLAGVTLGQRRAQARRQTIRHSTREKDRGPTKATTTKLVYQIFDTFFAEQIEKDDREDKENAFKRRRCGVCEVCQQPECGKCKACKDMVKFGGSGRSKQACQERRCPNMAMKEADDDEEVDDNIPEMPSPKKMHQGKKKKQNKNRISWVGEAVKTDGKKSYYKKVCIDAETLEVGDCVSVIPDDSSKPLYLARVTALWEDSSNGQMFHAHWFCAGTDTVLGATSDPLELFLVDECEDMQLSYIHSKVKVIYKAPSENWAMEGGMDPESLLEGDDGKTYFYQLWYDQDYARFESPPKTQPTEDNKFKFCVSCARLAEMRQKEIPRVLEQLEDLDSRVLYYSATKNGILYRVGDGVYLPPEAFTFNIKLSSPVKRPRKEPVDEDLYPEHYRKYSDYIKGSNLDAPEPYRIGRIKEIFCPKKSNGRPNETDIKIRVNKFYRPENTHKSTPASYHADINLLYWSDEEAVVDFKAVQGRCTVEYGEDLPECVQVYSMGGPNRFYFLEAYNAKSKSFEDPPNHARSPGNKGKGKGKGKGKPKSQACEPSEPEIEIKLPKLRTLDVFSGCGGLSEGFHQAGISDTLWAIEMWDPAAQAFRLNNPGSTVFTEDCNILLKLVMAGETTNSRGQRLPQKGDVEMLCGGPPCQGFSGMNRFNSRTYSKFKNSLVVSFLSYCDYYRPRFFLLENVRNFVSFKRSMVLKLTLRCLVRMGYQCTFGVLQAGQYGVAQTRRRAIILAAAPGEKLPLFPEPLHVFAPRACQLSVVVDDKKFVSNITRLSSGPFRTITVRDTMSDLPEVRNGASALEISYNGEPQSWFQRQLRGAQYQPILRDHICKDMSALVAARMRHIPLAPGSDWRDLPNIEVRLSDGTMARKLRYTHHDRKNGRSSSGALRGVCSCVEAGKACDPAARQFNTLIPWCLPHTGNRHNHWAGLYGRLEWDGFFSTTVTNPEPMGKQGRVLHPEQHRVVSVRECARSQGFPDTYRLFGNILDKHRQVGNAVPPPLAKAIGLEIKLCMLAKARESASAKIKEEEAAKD
STEP block: STEP (human) phosphatase inhibition; P54829; hit rate 0.25% among 360,000; recombinant STEP, OMFP fluorogenic substrate, fluorescence; inhibition, % at 20 µM;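 active = inhibition at 20 µM, scaled per plate between control wells, above about 37%, limit read from the data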;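 also: 0% = DMSO with enzyme and substrate and 100% = substrate only without enzyme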
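System: STEP phosphatase, cell-free reaction; Buffer or medium: Bis-Tris pH 6.0 buffer with DTT, detergent; Incubation: 20 min at room temperature, dark; Measured by: fluorescence, 480/540 nm.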
TbMetRS inhib: Trypanosoma brucei MetRS inhibition; inhibition, % at 11.9 µM; purified T. brucei MetRS, ATP depletion, Kinase-Glo luminescence; hit rate 0.4% among 360,000; AID 624268;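 active = inhibition above a per-plate cutoff of the control wells' mean inhibition plus 3 SD, cut at about 5.5% in these data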;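 also: 0% = DMSO wells median and 100% = median of wells with control inhibitor compound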
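Measured by: Kinase-Glo luciferase luminescence reporting remaining unconsumed ATP. Material: purified T. brucei MetRS enzyme. Doses: 11.9 µM compound single dose, 0.9% DMSO. Medium: HEPES buffer containing pyrophosphatase, BSA, spermine, DTT. Times: 15 min preincubation, 2 h reaction, all 25 °C. Reagent: methionine, ATP and bulk E. coli tRNA.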
Scp1 inh: blocks human Scp-1 phosphatase activity; Q9GZU7; Recombinant Scp1, phosphopeptide, malachite green phosphate absorbance; inhibition, % at 20 µM; hit rate 0.88% among 340,000;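 active = inhibition above about 50% at 20 µM, limit read from the data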;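 also: plate controls were DMSO wells with enzyme for no effect and wells lacking enzyme for full effect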
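System: SCP-1 catalytic domain; Reagent: Phospho 17-mer peptide substrate; Doses: one concentration, 20 µM, with 1.0% DMSO; Incubation: 45 min room-temperature reaction, 5 min colour, 30 min stabiliser; Signal: Phosphate-binding colour reagent, absorbance read at 630 nm.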
Rpn11 block: Rpn11 (human) deubiquitinase inhibition. AID 588493. calls only at 20 µM. hit rate 0.59% among 360,000. human 26S proteasome, Ub4-pepOG fluorescence polarization; 20S core pre-blocked with epoxomicin. O00487;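 active = inhibition at 20 µM, scaled to each plate's controls, above about 33%, limit read from the data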
SUMO1-SIM PPI: modulators of human SUMO1-mediated protein-protein interactions; P63165; SUMO1 binding to a labelled peptide, TR-FRET, 1 h; inhibition, % at 20 µM; hit rate 0.33% among 360,000; in the data active = inhibition above about 37%
Active calls of the source: *; i = inactive; . = not tested or not shown; + = active, no number. This is a random part of the collection, and some 3.9% of all compounds hit somewhere here.

MsrA inhibitor	NadD inh	CSN inh	LMPTP block	DNMT1 inh	STEP block	TbMetRS inhib	Scp1 inh	Rpn11 block	SUMO1-SIM PPI	smiles
0.9	-1	-3	2.9	0	-3	1.9	-14	i	9	C/C(=N/OC(=O)c1ccccc1Br)c1ccc(C)cc1
-1.1	-4	5	0.3	-4	1	0.2	-1	i	4	CSc1ccccc1NC(=O)CN(C)C(=O)Cc1c[nH]c2ccccc12
0.4	0	3	-1.4	2	0	-0.2	-9	i	-2	Cc1nn(CCCC(=O)NCc2ccccc2)c(C)c1[N+](=O)[O-]
0.8	0	-9	-0.7	1	3	-0.3	1	i	-7	CCNC(=S)NN(c1ccccc1)c1ccccc1
0.6	-3	-1	-0.9	2	1	-0.1	-6	i	4	O=C(Nc1ccncc1)C1CC(=O)N(Cc2ccccc2)C1 (centres undefined)
.	5	-2	0.7	7	-1	-0.6	12	i	4	COCCCNC(=O)C[C@H]1C[C@H](C(=O)N2CCCCC2)[C@@]2(CCc3ccccc3)c3[nH]c4cc(CCC(=O)N(C)C)ccc4c3CCN2C1=O
-0.6	-2	0	-2.2	-3	-2	-1.7	-4	i	18	Cc1cc(NC(=O)CCN2CCC(C)CC2)ccc1Br
3.0	-3	-4	-0.4	0	-1	0.5	.	i	-2	Cc1cccc(NC(=O)CNC(=O)c2cc(S(=O)(=O)N(C)C)ccc2N2CCCC2)c1C
-1.5	4	2	-1.1	0	1	-0.5	-2	i	-1	Cc1cc(NC(=O)C2CCCCC2C(=O)O)ccc1NC(=O)c1ccccc1 (centres undefined)
-0.1	4	6	-1.1	1	2	-0.3	-8	i	11	Cc1cccc(C(=O)Nc2ccc(C(=O)N/N=C/c3cccc(C)n3)cc2)c1
1.1	25	9	2.2	-23	-3	-0.2	-6	i	6	N#CCC(=O)Nc1ccc(C(=O)OCC(=O)NC(=O)Nc2ccc3c(c2)OCCO3)cc1
1.1	0	4	-0.4	0	3	-0.7	-1	i	-6	Cc1c(C#N)c(N=CN(C)C)c(C(=O)c2ccccc2)n1-c1ccccc1
-0.8	-7	1	-0.1	1	-11	-0.9	-6	i	1	CCOC(=O)N1CCC(Nc2c(NCCCOC)c(=O)c2=O)CC1
-1.4	-1	-2	-0.5	5	-2	0.9	6	i	2	COc1ccc(S(=O)(=O)NNC(=O)Nc2ccc(F)cc2)cc1
1.5	2	7	1.5	-6	-1	-1.1	3	i	2	S=C(NCCc1ccccc1)N1CCN(C(c2ccccc2)c2ccccc2)CC1
0.8	26	-2	7.0	-5	0	-0.9	5	+	-3	Nc1c(-c2ccccc2)c(CSc2nc3ccccc3[nH]2)nn1-c1cccc(Cl)c1
0.6	-10	-3	-0.2	2	1	-1.0	-5	i	-1	O=C(NCc1ccc(N2CCCC2=O)cc1)NC1CCCCC1
0.5	-2	0	2.6	1	0	-0.2	-14	i	-5	CCOC(=O)c1sc(SC)c2c1CCC/C2=N/OC
0.1	-4	4	-1.5	1	0	-1.0	1	i	4	COc1ccc(S(=O)(=O)NCCc2ccccc2)cc1OC
-0.9	1	1	-2.2	0	-2	-0.7	25	i	3	Cc1nnc(NC(=O)Cn2cnc3c2c(=O)n(C)c(=O)n3C)s1
-0.6	2	-1	0.1	3	2	-0.7	-7	i	-1	CCc1ccc(NC(=O)C(=O)NNC(=O)c2ccc(OC)cc2)cc1
0.3	-2	4	0.5	-1	1	-0.5	-6	i	2	CCCc1cc2c(cc1NC(=O)c1ccc(C)cc1)OCO2
-0.8	-7	1	-3.2	0	-2	-0.3	-7	i	-3	O=C(COc1ccc2ccccc2c1)N1CCNCC1
2.5	3	1	0.4	-1	-2	0.2	5	i	-15	Cc1ccc(OCC(=O)N2C(C)CCCC2C)c([N+](=O)[O-])n1 (centres undefined)
0.3	-1	-3	0.0	4	0	0.5	-7	i	-3	O=C(NC(=S)NCC1CCCO1)C(c1ccccc1)c1ccccc1 (centres undefined)

Carrying on.
MsrA inhibitor	NadD inh	CSN inh	LMPTP block	DNMT1 inh	STEP block	TbMetRS inhib	Scp1 inh	Rpn11 block	SUMO1-SIM PPI	smiles
2.3	22	6	8.9	-6	6	-0.2	-13	i	-5	CCOC(=O)c1sc(N2C(=O)C(O)=C(C(=O)c3ccco3)C2c2ccc([N+](=O)[O-])cc2)nc1C (centres undefined)
0.4	5	7	-0.1	11	-4	-0.1	-5	i	-20	Cc1ccc(-c2nnc(SCC(=O)NC3CCS(=O)(=O)C3)nc2-c2ccc(C)cc2)cc1 (centres undefined)
2.3	-4	5	4.0	-7	-1	0.1	-4	i	-5	CCOc1ccc(-c2nc(N)ncc2-c2ccc(Cl)cc2)c(O)c1
0.0	-7	-5	-0.8	0	2	-0.5	-5	i	-1	CCOc1ccc(-c2nnc(-c3cccs3)o2)cc1
-0.4	0	-1	0.0	4	0	-0.3	.	i	-2	CCOC(=O)C1(C)CCCN(C(=O)c2snnc2C)C1 (centres undefined)
0.5	-10	-8	0.7	-1	-2	0.2	-15	i	-12	COc1cc(C)ccc1OCCOCCOc1ccc([N+](=O)[O-])cc1
-1.1	-1	-2	-2.0	-1	-3	0.7	-10	i	6	O=C(c1cccnc1)N(Cc1ccccc1)C(=O)c1cccnc1
0.3	0	3	-1.6	2	2	0.3	.	i	-5	CCOC(=O)C1(Cc2ccccc2C)CCCN(C(=O)c2ccc(C(C)=O)s2)C1 (centres undefined)
-0.1	2	3	0.6	-2	6	-1.1	-1	i	-2	Nc1n[nH]c(=S)n1-c1ccc(Cl)cc1
0.8	-5	-6	-1.6	-6	-1	0.1	3	i	-4	CCOC(=O)c1ccc(N=Cc2c(O)c3ccccc3oc2=O)cc1
-1.3	-3	0	-5.0	0	0	-0.6	5	i	-7	O=C(CN1CCN(C(=O)CCC(=O)N2CCC(c3ccccc3)=N2)CC1)Nc1ccc(F)cc1
-0.8	-9	1	-0.2	2	0	-0.6	-3	i	-11	CC1CCN(C2(O)C(=O)Nc3ccc(Cl)cc32)CC1 (centres undefined)
1.6	-2	-4	1.8	0	3	0.1	-8	i	0	O=C(NCC(c1ccco1)N1CCc2ccccc2C1)C(=O)Nc1cc(F)ccc1F (centres undefined)
1.8	-1	2	0.8	0	-1	0.5	-2	i	9	COc1ccc(C(=O)Nc2nc3ccc(S(C)(=O)=O)cc3s2)cc1
1.2	-4	-2	0.6	2	-3	-0.6	-4	i	0	Cc1ccc(-c2cc(C)nc3nc(N)nn23)cc1
0.5	3	2	2.3	-1	8	0.3	10	i	6	Cc1c(Cl)cccc1NC(=O)Cn1c(CCC(=O)O)ccc1-c1ccc(Cl)cc1
-0.1	-5	-4	0.3	2	5	-0.3	4	i	1	N#Cc1ccccc1S(=O)(=O)N1CCN(C(=O)C2CC(=O)N(c3ccc4c(c3)OCCO4)C2)CC1 (centres undefined)
5.3*	32*	0	1.2	-9	3	0.0	20	+	30	O=C(Cc1cccc2ccccc12)Nc1ccc(-c2cc3ccccc3oc2=O)cc1
2.1	0	-1	2.0	1	13	-0.1	-1	i	1	COc1ccc(SN=C2C(C)=CC(=O)C=C2C)cc1
-0.7	-5	-3	0.5	5	3	-0.6	0	i	-4	Cc1nc2ccccc2cc1OCc1ccc(F)cc1
0.3	-5	-4	-2.2	-3	2	0.0	1	i	3	CCN(CCC(=O)Nc1ccc(Br)c(C)c1)Cc1ccccc1
1.4	8	1	-0.9	-4	-6	-0.3	-7	i	1	CCOc1ccc(S(=O)(=O)Nc2ccccn2)c2ccccc12
-0.7	3	10	24	-2	7	5.0	-3	i	-5	Cc1ccc2nc(SCC(=O)c3ccc4c(c3)NC(=O)CO4)[nH]c2c1
0.2	-9	0	-0.7	-5	0	0.9	-1	i	2	CCCN(CCC)CCCNS(=O)(=O)c1ccc2c(c1)oc(=O)n2C
0.3	-72	-2	0.1	1	3	-0.6	2	i	0	COc1cccc(NC(=O)COc2ccc(C)cc2)c1

Next part; the last 4 above are carried over.
MsrA inhibitor	NadD inh	CSN inh	LMPTP block	DNMT1 inh	STEP block	TbMetRS inhib	Scp1 inh	Rpn11 block	SUMO1-SIM PPI	smiles
1.4	8	1	-0.9	-4	-6	-0.3	-7	i	1	CCOc1ccc(S(=O)(=O)Nc2ccccn2)c2ccccc12
-0.7	3	10	24	-2	7	5.0	-3	i	-5	Cc1ccc2nc(SCC(=O)c3ccc4c(c3)NC(=O)CO4)[nH]c2c1
0.2	-9	0	-0.7	-5	0	0.9	-1	i	2	CCCN(CCC)CCCNS(=O)(=O)c1ccc2c(c1)oc(=O)n2C
0.3	-72	-2	0.1	1	3	-0.6	2	i	0	COc1cccc(NC(=O)COc2ccc(C)cc2)c1
.	-1	0	-0.9	2	-4	-1.2	-1	i	0	O=S(=O)(NCc1cccnc1)c1cccs1
-0.5	4	-1	1.7	-8	4	-0.6	-5	i	-10	CCOC(=O)c1cc2c(ccn2C)n1CC(=O)N1CCC(Cc2ccccc2)CC1
0.6	0	-4	0.4	1	1	-1.1	-2	i	0	Cc1cc(C)n(-c2ccc(C(=O)Nc3nnc(C4CC4)s3)cc2)n1
-0.3	0	-6	-1.7	-2	3	0.0	1	i	1	COc1ccc(C(C(=O)NCC2CCCO2)N(C(=O)CNC(=O)c2cccs2)c2ccc(NC(C)=O)cc2)cc1OC (centres undefined)
0.5	9	5	-0.2	1	-1	-0.4	-5	i	3	COc1ccc(-n2c(=O)[nH]cc(C(=O)Nc3ccc4c(c3)OCCO4)c2=O)cc1OC
-1.1	2	3	-0.8	13	1	-0.4	-3	i	-4	CC1(C)CCc2cc(S(=O)(=O)N3CCN(S(=O)(=O)c4c(F)cccc4F)CC3)ccc2O1
-1.0	4	-1	-0.4	.	.	-0.6	.	.	4	CCOC(=O)[C@]12CCC=C1N(Cc1cccc3ccccc13)C(=O)[C@H](CC(=O)N1CCCCC1)C2
1.1	-9	3	3.0	1	-1	1.2	1	i	2	CCCC(O)(c1ccc(Br)cc1)C(CN1CCOCC1)c1ccc(Cl)cc1 (centres undefined)
0.5	7	0	2.9	8	-1	-0.2	.	i	-4	Cc1cccc(C(O)c2ncc(-c3cccc(C(F)(F)F)c3)[nH]2)c1C (centres undefined)
